FECH block: human FECH heme synthesis enzyme inhibition. 3.3% of 20,000 active. calls only at 10 µM (by protocol). purified FECH, Ni-mesoporphyrin absorbance 550 nm. P22830;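 active = enzyme reaction rate more than 3 SD below the solvent-only control wells on the same plate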;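 also: lower slope than DMSO wells means FECH inhibition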
Target sequence (P22830 whole entry, looked up): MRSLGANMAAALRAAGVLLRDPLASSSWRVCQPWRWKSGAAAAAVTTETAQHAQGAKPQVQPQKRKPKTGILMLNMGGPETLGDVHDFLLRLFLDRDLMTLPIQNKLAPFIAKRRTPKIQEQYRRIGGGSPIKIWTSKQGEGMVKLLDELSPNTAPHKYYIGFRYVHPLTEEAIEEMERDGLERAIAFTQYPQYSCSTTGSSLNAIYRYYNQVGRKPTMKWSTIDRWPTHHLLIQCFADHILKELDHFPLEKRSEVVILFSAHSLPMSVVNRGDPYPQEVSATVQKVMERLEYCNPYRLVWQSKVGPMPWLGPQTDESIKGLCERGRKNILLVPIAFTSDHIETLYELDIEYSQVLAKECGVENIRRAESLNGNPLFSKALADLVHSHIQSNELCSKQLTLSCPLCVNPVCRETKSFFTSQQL
Calls only; i = inactive; + = active, no number. Not all compounds are listed; rates above refer to the full screens.

Sample of the layout:
SMILES	FECH block
COc1cc(NC(=O)c2ccc(CN3C(=O)CCn4nc(C)cc43)cc2)cc(OC)c1	i
CCN(CCNC(=O)C1CCCN(c2ncnc3c2nc2n3CCCCC2)C1)Cc1ccccc1 (stereo unspecified)	i
COCc1noc(CCn2cnc3sc4c(c3c2=O)CCNC4)n1	i
CCn1ncnc1-c1c(-c2ccccc2)ncn1CCCSC	i
CC1CCN(S(=O)(=O)c2ccc3c(c2)CCN3C(=O)CCC(=O)N2CCOCC2)CC1	i
CCc1cc(Sc2ccc(NC(=O)Nc3ccc(F)cc3)cc2)n2ncnc2n1	i

The whole of this part, previewed entries included:
SMILES	FECH block
COc1cc(NC(=O)c2ccc(CN3C(=O)CCn4nc(C)cc43)cc2)cc(OC)c1	i
CCN(CCNC(=O)C1CCCN(c2ncnc3c2nc2n3CCCCC2)C1)Cc1ccccc1 (stereo unspecified)	i
COCc1noc(CCn2cnc3sc4c(c3c2=O)CCNC4)n1	i
CCn1ncnc1-c1c(-c2ccccc2)ncn1CCCSC	i
CC1CCN(S(=O)(=O)c2ccc3c(c2)CCN3C(=O)CCC(=O)N2CCOCC2)CC1	i
CCc1cc(Sc2ccc(NC(=O)Nc3ccc(F)cc3)cc2)n2ncnc2n1	i
COCc1nc2cccnc2n1C1CCN(S(=O)(=O)c2ccc(C(C)(C)C)cc2)CC1	i
CCCc1cc(=O)[nH]c(SCc2nc(-c3ccc(C)cc3)oc2C)n1	i
CN1CCc2c(sc(NC(=O)COc3ccccc3)c2-c2nc3ccccc3s2)C1	i
O=C(c1csc(S(=O)(=O)N2CC=C(c3ccccc3)CC2)c1)N1CCCC1	i
CC1=NOC(C)(C(=O)N2CCC(O)(c3ccc(C)cn3)CC2)C1 (stereo unspecified)	i
COc1ccc(Cn2cc(C(=O)N3CCCC3c3nc(C(C)C)no3)nn2)cc1 (stereo unspecified)	i
COc1ccccc1-c1cc2n(C)c(C)c(CCC(=O)NC3CCCCC3)c(=O)n2n1	i
CCc1cc(Sc2ccc(NC(=O)C(C)C)cc2)n2ncnc2n1	i
O=S(=O)(c1ccccc1)N1CCN(Cc2ccnn2-c2ccccc2)CC1	i
O=C(Cc1ccc(O)c(Cl)c1)N1CCCn2cncc2C1	i
CCc1ccc(NC(=O)NCCn2c(-c3ccncc3)nc3cccnc32)cc1	i
CCCN(Cc1cccnc1)C(=O)CC1CNCCO1 (stereo unspecified)	i
CC(C)n1ncnc1NC(=O)c1cccc(CN2CC[C@H](O)C2)c1	i
Cc1ccccc1NC(=O)N1C[C@H]2OC(=O)N(CCc3ccccn3)[C@H]2C1	i
O=C(CCC(=O)N1CCc2cc(S(=O)(=O)N3CCOCC3)ccc21)N1CCOCC1	i
Cc1ccn2c(=O)cc(COc3cccc(NC(=O)COc4ccccc4Cl)c3)nc2c1	i
Cc1[nH]nc(CCC(=O)N2CC[C@@H](c3ccc4ccccc4c3)[C@H](O)C2)c1C	i
CCCS(=O)(=O)N1CCN(c2nc(C)cc(Nc3ccc(OC)cc3)n2)CC1	i
CC(C)(C)c1ccc(S(=O)(=O)NCc2nc3cccnc3n2Cc2ccc(F)cc2)cc1	i
CCN(CC)c1ncc(NS(=O)(=O)c2ccc(Br)cc2)cc1C(=O)O	i
Nc1nnc(CCCNC(=O)CN2CCOc3ccccc3C2)s1	i
CNc1cc(C(=O)N(Cc2cccnc2)Cc2ccc3c(c2)OCO3)ccn1	i
CCOc1ccc(-c2nccn2Cc2ccc3c(c2)OCO3)cn1	i
O=C1C[C@H]2CC[C@@H](CN1)N2C(=O)Cn1nnc(-c2ccc(F)cc2)n1	i
Cc1cccnc1NC(=O)C1CCN(c2ncnc3c2nc2n3CCCCC2)CC1	i
CN(Cc1noc(-c2ccccc2)n1)C(=O)c1cn(Cc2ccc(F)cc2)nn1	i
COc1ccccc1Cn1c(CNS(=O)(=O)c2ccc(C(C)C)cc2)nc2cccnc21	i
COc1cccc(CNC(=O)CSc2cc(Oc3cc(C)cc(C)c3)ncn2)c1OC	+
Cc1ccoc1C(=O)NCC1CCN(Cc2ccc3nonc3c2)C1 (stereo unspecified)	i
Cc1ccccc1NC(=O)N1CCC(n2cnc3cccnc32)CC1	i
CCC/C=C/c1ccc2cc[nH]c(=O)c2c1	i
NS(=O)(=O)c1ccc(CCNC(=O)CCC(=O)N2CC3CCCN3c3ccccc32)cc1 (stereo unspecified)	i
Cn1c(=O)n(Cc2ccccn2)c(=O)c2cnc(-c3cccs3)nc21	i
Cc1ccc(-c2ncc3c(=O)n(Cc4ccc(F)cc4Cl)c(=O)n(C)c3n2)cc1	i

Reprinted at random: 2 records from the list
SMILES	FECH block
CCC/C=C/c1ccc2cc[nH]c(=O)c2c1	i
Cc1ccoc1C(=O)NCC1CCN(Cc2ccc3nonc3c2)C1 (stereo unspecified)	i

Further compounds.
SMILES	FECH block
CCn1c(CNS(=O)(=O)c2ccc(C)cc2C)nc2cccnc21	i
Cc1ccc2nc3c(n2c1)C(c1ccccc1-c1ccc(C)o1)CC(=O)NC3 (stereo unspecified)	i
O=S1(=O)N(Cc2ccccc2Cl)CCCN1Cc1ccc(F)cc1Cl	+
COc1cc(NC(=O)c2ccc(CN3CC=CC3)cc2)cc(OC)c1	i
O=C(c1ccc2ncsc2c1)N(C/C=C/c1ccccc1)CCO	i
COCC(NC(=O)c1cn(Cc2c(F)cccc2F)nn1)c1ccnn1C (stereo unspecified)	i
CCc1c(C)nc2ncnn2c1Sc1ccc(NC(=O)c2ccccc2)cc1	i
O=C(Nc1ccc(Br)cc1)N1CCC(n2cnc3cccnc32)CC1	i
Cc1ccc(-c2cc(N3CCN(S(=O)(=O)Cc4ccccc4)CC3)ncn2)cc1	i
Cc1ccccc1S(=O)(=O)Nc1cnc(N(CC(C)C)CC(C)C)c(C(=O)O)c1	i
Cn1c(=O)c2c(-c3ccccc3)c(NCCc3ccccc3)oc2n(C)c1=O	i
COc1ccccc1CNc1nc2nc(CNc3ccc(F)cc3)cc(=O)n2[nH]1	i
COC(=O)c1cc2n(n1)CCCN(Cc1cccn1-c1ccccn1)C2	i
COc1ccccc1C(=O)Nc1cccc(OCc2cc(=O)n3cc(Cl)ccc3n2)c1	+
COc1ccc(C(=O)Nc2cc(C)nn2-c2ncnc3c2cnn3-c2ccc(C)cc2C)cc1	i
CC(=O)c1cc(CC(=O)NCc2ccco2)cs1	i
COc1ccc(-c2nc(Cn3c(=O)c4cnc(-c5cccs5)nc4n(C)c3=O)c(C)o2)c(OC)c1	i
CCc1[nH]c2c(CNS(=O)(=O)N(C)C)cc(C)cc2c1C	i
CC(=O)Nc1ccc(Cl)c(C(=O)N(C)CCc2nc3ccccc3[nH]2)c1	i
COc1ccc(C(=O)N2CCC3(CC2)CNC(=O)C3)c(C)c1	i
Cc1ccc(-c2cc(N3CCN(S(=O)(=O)c4ccc(C)c(C)c4)CC3)ncn2)cc1	i
CN(C)S(=O)(=O)N1CCC(c2nnnn2-c2ccccc2)CC1	i
O=C1CN(Cc2ccccc2F)S(=O)(=O)c2ccccc2N1Cc1cccc(C(F)(F)F)c1	i
Cc1nn(-c2cc(N3CCCC3)ncn2)c(C)c1CCC(=O)NC1CCCCCC1	i
CC1CCN(CCCNC(=O)c2ccc(Nc3cc(-c4ccccc4)ncn3)cc2)CC1	i
CC(NC(=O)CSC12CC3CC(CC(C3)C1)C2)C(=O)N(C)C (stereo unspecified)	i
CCOC(=O)c1ccc(NC(=O)Cc2csc(NC(=O)Nc3ccccc3OC)n2)cc1	i
CCCc1cc(Sc2ccc(NC(=O)C(C)(C)C)cc2)n2ncnc2n1	i
CCCc1c(C)nc2ncnn2c1Sc1ccccc1NC(=O)c1cccs1	i
CN1C[C@@H](N)C[C@H]1C(=O)N1CCOc2c(O)cc(-c3cccnc3)cc2C1	i
O=C(N[C@@H]1CNC[C@H]1O)c1cc(COc2cccc(C(F)(F)F)c2)[nH]n1	i
CCOC(=O)Cn1c(=O)c2cnc(-c3ccc(C)cc3)nc2n(C)c1=O	i
COc1ccccc1C(=O)N1CCN(S(=O)(=O)c2cc3c4c(c2)CCN4C(=O)CC3)CC1	i
Cc1nc(S(=O)(=O)N2CCCCC2c2cccc(F)c2)cn1C (stereo unspecified)	i
Cc1cc(C)n2nc(CN(C(=O)COc3ccccc3)c3ccccc3)nc2n1	i
Cc1ccc(-c2noc(C3CCN(C(=O)CNC(=O)c4ccco4)CC3)n2)cc1	i
CCOc1ccccc1CN(CC)C(=O)c1ccc(S(C)(=O)=O)cc1	i
Cc1n[nH]c(C)c1CCC(=O)N(C)Cc1cn[nH]c1-c1ccc(F)cc1	i
CCOc1ccc(Nc2c(-c3ccc4c(c3)CCCC4)c(=O)c2=O)cc1	i
O=S(=O)(NCc1nc2cccnc2n1Cc1ccccc1)c1cccc2nsnc12	i
CC(C)c1nc(CN2CCC(CNC(=O)C(C)(C)C)CC2)co1	i
CC(C)Oc1ccc(CN2C(=O)c3oc4ccccc4c3OCC2(C)C(=O)NC2CCCC2)cc1 (stereo unspecified)	i
CCc1c(C)nc2ncnn2c1Sc1ccc(NC(=O)Nc2ccc(C)c(Cl)c2)cc1	i
Cc1cc(C)cc(C(=O)Nc2cc(C)nn2-c2ncnc3c2cnn3-c2ccc(Cl)cc2)c1	i
CCOc1ccc(-c2nc(Cn3c(=O)c4cnc(-c5ccncc5)nc4n(C)c3=O)c(C)o2)cc1	i
COCCc1nc(Cn2cnnc2)no1	i
CNc1cc(C(=O)N(C)C(C)c2cc3ccccc3[nH]2)ccn1 (stereo unspecified)	i
Cc1ccccc1NCc1nc2nc3c(c(=O)n2[nH]1)CCC3	+
O=C(O)c1cc(O)cc(-c2ccccc2CN2CCOCC2)c1	+
Cc1cc(C)n2ncc(CN3CCC(c4[nH]ncc4-c4ccccc4)CC3)c2n1	i
(next part)
SMILES	FECH block
CCOc1ccc(-c2nc(CSc3nc4c(c(=O)[nH]3)CCC4)c(C)o2)cc1	i
Cc1ccccc1NC(=O)CC(=O)N1CCOCC1CC(=O)O (stereo unspecified)	i
Cc1ccc(S(=O)(=O)N(CCC(C)C)c2nc3nc(C)c(Cl)c(C)n3n2)cc1	i
Fc1ccc(Nc2nc(N3CCN(c4ccccc4)CC3)nc3c2cnn3-c2ccccc2)cc1	i
CCOc1ccc(C(=O)N2Cc3cnc(CC(C)C)nc3C2)o1	i
O=C(C1CCCN(c2ncnc3c2nc2n3CCCCC2)C1)N1CCN(C2CCCCC2)CC1 (stereo unspecified)	i
CCc1cc(=O)[nH]c(SCc2nc(-c3cccc(Cl)c3)oc2C)n1	i
CCc1cccc(CC)c1NS(=O)(=O)c1cc(N2C(=O)CCS2(=O)=O)ccc1C	i
Cc1nc2nc(CN(c3ccccc3)S(=O)(=O)c3ccccc3)nn2c(C)c1Cl	i
Cc1cccc(-c2cn[nH]c2C2CCN(C(=O)c3ncc[nH]3)CC2)c1	i

Already shown: entries from further up.
SMILES	FECH block
COc1cc(NC(=O)c2ccc(CN3C(=O)CCn4nc(C)cc43)cc2)cc(OC)c1	i
CCN(CCNC(=O)C1CCCN(c2ncnc3c2nc2n3CCCCC2)C1)Cc1ccccc1 (stereo unspecified)	i
COCc1noc(CCn2cnc3sc4c(c3c2=O)CCNC4)n1	i

New compounds follow.
SMILES	FECH block
CCCCC(=O)Nc1cccc(OCc2cc(=O)n3ccc(C)cc3n2)c1	i
CCCCOc1ccc(S(=O)(=O)N2CCN(c3nc(C)cc(N(C)C)n3)CC2)cc1	i
Cc1nc2cccnc2n1C1CCN(S(=O)(=O)c2cccc(Cl)c2)CC1	i
Cc1cc(Nc2ccc(N(C)C)cc2)n2nc(-c3cccnc3)nc2n1	i
CNC(=O)C1CCC(Cn2c(=O)c3sccc3n(CC(=O)Nc3ccccc3C)c2=O)CC1 (stereo unspecified)	i
COc1ccc(Nc2cc(C)nc(Nc3ccc(NC(=O)c4ccccc4OC)cc3)n2)cc1	+
O=C(NC1CC(=O)N(Cc2ccccc2Cl)C1)c1cn2ccsc2n1 (stereo unspecified)	i
Cc1ccc(CN2CCN(CC(=O)Nc3ccc(F)cc3)S2(=O)=O)cc1	i
Cc1c(Cl)cccc1NCc1cc(=O)n2[nH]c(NCc3ccccc3)nc2n1	i
C=CCN(CC=C)c1cc(CCC)nc2nc(-c3cccnc3)nn12	i
CCc1ccc(NC(=O)C2CCCN2S(=O)(=O)c2cc3c(cc2C)NC(=O)CO3)cc1 (stereo unspecified)	i
Cc1cc(C)cc(Nc2nc(NCCC(C)C)nc3c2cnn3-c2ccccc2)c1	i
C=CCN(CC=C)C(=O)CN1CCc2[nH]cnc2C12CCCCC2	i
COc1ccc2c(c1)CC(NCCCn1nc(C)nc1C)CC2 (stereo unspecified)	i
CNc1nc(Nc2cccc(OC)c2)c2cnn(-c3ccccc3)c2n1	i
Cc1ccc(C)c(S(=O)(=O)N2CCN(c3cc(-c4ccc(F)cc4)ncn3)CC2)c1	i
COc1ccccc1CNC(=O)c1nc[nH]c1C(=O)NCc1cccnc1	+
CCCc1nc2nc[nH]n2c(=O)c1NC(=O)Nc1ccc(F)c(Cl)c1	i
CC1CCN(S(=O)(=O)c2ccc(N3C(=O)CCS3(=O)=O)cc2)CC1	i
CCc1cc(Sc2ccc(NC(=O)Nc3ccccc3Cl)cc2)n2nc(C)nc2n1	i
COc1ccc(Cl)cc1S(=O)(=O)N1CCN(c2cc(-c3ccc(F)cc3)ncn2)CC1	i
CCOc1ccccc1CN(C(=O)c1cccnc1NC)C1CC1	i
Cc1cccc(=O)n1CCCNC(=O)c1cccc(CC2CCNCC2)c1	i
Cc1cc(C)cc(NC(=O)Nc2c(C)nc3nc(C)[nH]n3c2=O)c1	i
Cc1ccccc1Nc1nc(NCCC2=CCCCC2)nc2c1cnn2-c1ccccc1	i
Cc1cc(N2CCCC2)nc(Nc2ccc(NC(=O)c3ccc(F)cc3)cc2)n1	i
COc1ccc(NC2=NC(C(=O)Nc3cc(OC)ccc3OC)CC(=O)N2)cc1 (stereo unspecified)	i
COCCc1noc(C2CCCN2CC(=O)N2CCCc3cc(C)ccc32)n1 (stereo unspecified)	i
CCCc1c(C)nc2ncnn2c1Sc1ccc(NS(=O)(=O)c2ccc(C(C)C)cc2)cc1	i
Cc1cccc(C(C(=O)NCC2(CN3CCOCC3)CC2)N(C)C)c1 (stereo unspecified)	i
